# Assay outcomes from PubChem BioAssay.
# ASM inhibitor = blocks human secretory acid sphingomyelinase. P17405. Potency, µM (highest dose often 57.5 µM), for inactives: at the top dose activity change, negative = inhibition, usual class: inhibitors. AID 504937. placental ASM, HMU-PC fluorogenic substrate, 60 min. 340,000 tested, 0.006% active; also: potency is read from the fitted curve at half-maximal effect
#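 qHTS format. ASM enzyme prepared from human placenta hydrolyses the fluorogenic substrate HMU-PC0 (9 uM final) over 60 min at 37 °C after a 10 min compound preincubation.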
# MLL CXXC-DNA inh = inhibitors of human MLL CXXC domain-DNA interaction. Q03164. MLL-CXXC / FITC-HOXA9 DNA fluorescence polarization. Potency, µM (series often up to 115 µM), inactives show at the highest dose activity change, negative = inhibition, hits mostly inhibitors. 290,000 tested, 0.037% active; active = well fitted inhibition curve with a large enough effect in the polarisation, with a control signal flat, not every such curve was filed as active; inconclusive = small, poorly fitted or top-dose-only effect, or effect the other way, or a change in a side signal; inactive = no such curve, though single readings can be large or run the other way; the % refers to the polarisation; also: potency is read from the fitted curve at half-maximal effect
#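 Purified MLL-CXXC (added from a 7 uM solution) was preincubated 5 min at ambient with pinned compounds in 50 mM Tris-HCl pH 7.5, 50 mM NaCl, 1 mM DTT, 0.05% BSA. Fluorescein-labeled HOX-A9 DNA (50 nM solution) followed, 30 min, then polarization read.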
# TCR activator = activators of T cell receptors | primary human leukocytes, anti-CD3, IL-2 HTRF, 48 h | Potency, µM (series often up to 9.22 µM), for inactives: at the highest dose activation of IL-2 secretion, usual class: activators | AID 504894 | 330,000 tested, under 10 active; also: % of control where 0% means no effect
#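 Readout: HTRF IL-2, Eu-cryptate/d2 antibody pair, 320nm excitation, 665nm emission. Stimulus: a-CD3 beads, no co-stimulation. Cells: primary human leukocytes. Exposure: 48 hr with compound.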
# MBNL1 CUG block = blocks human MBNL1 binding to CUG repeat RNA; Q9NR56; TR-FRET MBNL1-His/biotin-(CUG)12 binding, 665/545 ratio; Potency, µM (series often up to 57.5 µM), without a hit: top-dose activity change, negative = inhibition, actives largely listed as inhibitors; 280,000 tested, 0.036% active; active = well fitted inhibition curve with a large enough effect in the signal ratio, with a control signal flat, not every such curve was filed as active; inconclusive = small, poorly fitted or top-dose-only effect, or effect the other way, or a change in a side signal; inactive = no such curve, though single readings can be large or run the other way; the % refers to the signal ratio; also: potency is read from the fitted curve at half-maximal effect; % is scaled to controls: 0 for no effect and ±100 for the full control effect
# Target sequence (Q9NR56 whole entry, looked up): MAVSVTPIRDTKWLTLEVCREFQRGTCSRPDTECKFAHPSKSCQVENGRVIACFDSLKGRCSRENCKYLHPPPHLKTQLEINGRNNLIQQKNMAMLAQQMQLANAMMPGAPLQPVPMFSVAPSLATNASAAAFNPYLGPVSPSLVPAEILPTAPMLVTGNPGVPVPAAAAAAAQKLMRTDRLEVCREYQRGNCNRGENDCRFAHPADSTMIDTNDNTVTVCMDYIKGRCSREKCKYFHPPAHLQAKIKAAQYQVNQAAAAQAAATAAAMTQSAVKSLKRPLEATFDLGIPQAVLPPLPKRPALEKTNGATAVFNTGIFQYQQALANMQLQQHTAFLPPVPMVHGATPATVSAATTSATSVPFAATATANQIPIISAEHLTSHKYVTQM
#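 TR-FRET readout: Ex 340 nm, 665/545 nm emission ratio, normalized to buffer-only (basal) and MBNL1-(CUG)12 controls. Complex of MBNL1-His with Biotin-(CUG)12, compounds 92 nM–58 uM, incubated 60 min at room temperature.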
# Menin MLL FP TR = displaces Texas Red mutant MLL peptide from human menin. O00255. Menin + Texas Red MLL mutant peptide, fluorescence polarization. Potency, µM (highest dose often 61.6 µM), for the others: at the top dose FP activity change, negative = inhibition, most hits filed as inhibitors. 270,000 tested, 0.23% active; active = well fitted inhibition curve with a large enough effect in the polarisation, with a control signal flat, not every such curve was filed as active; inconclusive = small, poorly fitted or top-dose-only effect, or effect the other way, or a change in a side signal; inactive = no such curve, though single readings can be large or run the other way; the % refers to the polarisation; also: potency is read from the fitted curve at half-maximal effect; % of control where 0% means no effect; many of its hits are not listed in these tables
# Target sequence (O00255 whole entry, looked up): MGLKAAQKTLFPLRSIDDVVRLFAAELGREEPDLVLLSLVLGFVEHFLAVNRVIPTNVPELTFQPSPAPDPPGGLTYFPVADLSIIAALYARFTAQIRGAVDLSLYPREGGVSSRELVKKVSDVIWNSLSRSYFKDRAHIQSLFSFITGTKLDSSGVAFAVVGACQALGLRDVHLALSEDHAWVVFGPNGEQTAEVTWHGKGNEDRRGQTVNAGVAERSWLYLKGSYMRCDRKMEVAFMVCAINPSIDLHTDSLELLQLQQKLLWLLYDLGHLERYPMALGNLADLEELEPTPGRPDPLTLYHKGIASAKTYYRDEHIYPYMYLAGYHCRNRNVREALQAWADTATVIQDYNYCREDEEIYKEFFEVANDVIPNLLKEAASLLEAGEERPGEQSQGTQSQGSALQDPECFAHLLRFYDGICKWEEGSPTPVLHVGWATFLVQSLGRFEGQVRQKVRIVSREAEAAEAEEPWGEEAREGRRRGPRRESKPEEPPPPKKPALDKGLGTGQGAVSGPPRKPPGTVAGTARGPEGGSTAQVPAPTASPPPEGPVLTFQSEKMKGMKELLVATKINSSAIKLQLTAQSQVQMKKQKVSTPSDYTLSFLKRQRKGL
# AT treatment = candidate therapy for ataxia-telangiectasia; […] A-T fibroblasts, KAP-1 phosphorylation AlphaLISA; neocarzinostatin DNA damage 30 min before lysis; Potency, µM (series often up to 57.5 µM), for inactives: top-dose activation, most hits filed as activators; 320,000 tested, 0.19% active; also: potency is read from the fitted curve at half-maximal effect; % of control where 0% means no effect; nearly all actives have a fitted effect of over 45% in size
#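 ATM-like activity read as KAP-1 phosphorylation via AlphaLISA donor/acceptor antibody pairs after lysis and 6 hr at 25C. Cells were ATM-null patient fibroblasts ([…], hTERT), dosed 60 min, then exposed to the DSB inducer NCS for 30 min.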
# Integrin act MD = activators of alpha7 integrin expression for muscular dystrophy. alpha7betagal myoblasts, beta-gal FDG fluorescence, 48 h. Potency, µM (top dose mostly 38.3 µM), without a hit: at the top dose activation, hits mostly activators. 350,000 tested, 0.064% active;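 also: potency is read from the fitted curve at half-maximal effect; 100% = response of the positive control SU9516; nearly all actives have a fitted effect of over 60% in size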
#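 Alpha7betagal+/- myoblasts (passage 13) were plated 16-24 hr, then exposed to compounds (1:260 dilution of DMSO stock) for 48 hours at 37C. After MPER lysis, β-galactosidase reporter activity was read as FDG fluorescence (ex 480/em 540) after 30 minutes.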
# TSHR antagonist = human thyrotropin receptor antagonism; P16473; activity change, negative = inhibition, % at 11.5 µM; TSHR-expressing cells, TSH-stimulated cAMP HTRF, 2 h; hits give low values; 330,000 tested, 0.2% active;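 active = activity change below a set negative limit, meaning inhibition stronger than a set level, cut at about -70% in these data; inconclusive = activity change between two set negative limits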; also: % is scaled to controls: 0 for no effect and ±100 for the full control effect
#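 Competitive HTRF cAMP read-out (cryptate anti-cAMP antibody, cAMP-d2; 30 min, room temperature) in freshly harvested TSHR cells. Compounds added before TSH at EC80 (4nM final), followed by 2 hours' incubation at 37 deg C.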
# PTAP TSG101 blk = blocks PTAP/TSG101 interaction to inhibit HIV-1 budding | Q99816 | Fluorescence polarization, FITC-PTAP peptide / Tsg101 binding | Potency, µM (titrated, usually from 115 µM), for the others: top-dose activity change, negative = inhibition, most hits filed as inhibitors | 340,000 tested, under 10 active; active = well fitted inhibition curve with a large enough effect in the main read-out, with a control signal flat, not every such curve was filed as active; inconclusive = small, poorly fitted or top-dose-only effect, or effect the other way, or a change in a side signal; inactive = no such curve, though single readings can be large or run the other way; also: potency is read from the fitted curve at half-maximal effect; % of control where 0% means no effect
#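 Compounds were pin-transferred onto Tsg101 binding domain (10 uM final) in HEPES pH 7.5 buffer, then FITC-PTAP peptide was added at 50 nM final. After 20 min at RT, polarization reported peptide displacement across a qHTS concentration series.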
# Mito fusion act = mitochondrial division inhibition or fusion activation; 320,000 tested, 0.23% active; Potency, µM (series often up to 46.1 µM), inactives show at the highest dose growth rescue (activation), usual class: activators; AID 485298; S. cerevisiae fusion-defective mutant growth rescue, CellTiterGlo 48 h;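 also: potency is read from the fitted curve at half-maximal effect; % of control where 0% means no effect; nearly all actives have a fitted effect of over 45% in size; temperature-sensitive fusion mutants such as fzo1-1 at 37 °C on non-fermentable ethanol glycerol medium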
#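 Yeast fusion mutant, YPEG (non-fermentable carbon), compound, 48 h at 37C non-permissive; CellTiterGlo added, 10 min RT, luminescence read. Rescued growth = division inhibition.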
# * = called active by the depositor; ? = inconclusive; . = not tested or not shown; [ ] = dose if it differs, or a comment. Unless noted, calls follow the shape of the dose curve; as a rule, active = well fitted curve in the direction sought with a large enough effect; inconclusive = small, poorly fitted or top-dose-only effect, or another doubt; inactive = no such curve, though single readings can be large; an effect the other way counts as inactive or inconclusive. A portion of the library; rates above refer to the full screens.
SMILES,ASM inhibitor,MLL CXXC-DNA inh,TCR activator,MBNL1 CUG block,Menin MLL FP TR,AT treatment,Integrin act MD,TSHR antagonist,PTAP TSG101 blk,Mito fusion act
CN(CC(=O)Nc1c(Cl)cccc1Cl)C(=O)CNC(=O)c1ccc2c(c1)OCO2,3%,.,3%,.,.,11%,3%,-3,0%,0%
[N-]=[N+]=NC[C@H](Cc1ccccc1)N1CC[C@@H](O)CCC1=O,1%,-1%,2%,-3%,-16%,-6%,-4%,17,0%,1%
COc1ncccc1-c1nnn(-c2ccc(Cl)nc2)n1,10%,8%,-2%,2%,12%,-14%,10%,-8,0%,-6%
CC/C(=N\NC(=O)c1ccccc1Cl)c1ccc(Br)s1,-1%,15%,-1%[46.1 µM],2%,7%,?,6%,1,-3%,1%
CC(NCC(O)COc1ccc2ccccc2c1)c1ccccc1 (stereo not drawn),-3%,-14%,-5%,-3%,-16%,-2%,-70%[inhibitor],1,-5%,-16%
Cc1ccc([N+](=O)[O-])cc1S(=O)(=O)Nc1ccc(C(=O)NCC2CCCO2)cc1 (stereo not drawn),3%,.,1%,.,.,-1%,-15%,30,-3%,-5%
CCC(C(=O)OCC(=O)Nc1ccccc1-c1ccccc1)c1ccccc1 (stereo not drawn),-2%,4%,4%[46.1 µM],4%,-6%,16%,-4%,-11,0%,22%
Nc1ccc(NC(=O)c2cccs2)cc1,-1%,6%,2%,7%,?,0%,-4%,12,0%,1%
Cc1[nH]c2ccccc2c1[C@H]1[C@@H](CC#N)C1(C)C,-1%,-4%,-26%,-3%,?,.,9%,26,-2%,13%
CCc1ccc(OCC(=O)NNC(=S)NC(=O)C2CCCCC2)c(Br)c1,1%,16%,-2%,-8%,.,11%,0%,3,-11%,-3%
COc1ccc(-n2cc(-c3ccc(Br)cc3)[nH]c2=S)cc1,1%,-8%,-10%,3%,?,-3%,17%,4,-1%,2%
Cc1cc(C)n2nc(SCCC(=O)NCCc3ccccc3)nc2n1,1%,5%,-6%,-9%,9%,7%,-17%,-3,-1%,0%

# Looked up by compound from the entries so far, 4 records:
SMILES,ASM inhibitor,MLL CXXC-DNA inh,TCR activator,MBNL1 CUG block,Menin MLL FP TR,AT treatment,Integrin act MD,TSHR antagonist,PTAP TSG101 blk,Mito fusion act
Cc1cc(C)n2nc(SCCC(=O)NCCc3ccccc3)nc2n1,1%,5%,-6%,-9%,9%,7%,-17%,-3,-1%,0%
COc1ncccc1-c1nnn(-c2ccc(Cl)nc2)n1,10%,8%,-2%,2%,12%,-14%,10%,-8,0%,-6%
Cc1ccc([N+](=O)[O-])cc1S(=O)(=O)Nc1ccc(C(=O)NCC2CCCO2)cc1 (stereo not drawn),3%,.,1%,.,.,-1%,-15%,30,-3%,-5%
Nc1ccc(NC(=O)c2cccs2)cc1,-1%,6%,2%,7%,?,0%,-4%,12,0%,1%

# (further entries)
SMILES,ASM inhibitor,MLL CXXC-DNA inh,TCR activator,MBNL1 CUG block,Menin MLL FP TR,AT treatment,Integrin act MD,TSHR antagonist,PTAP TSG101 blk,Mito fusion act
COc1cccc(-c2nc(CS(=O)(=O)CC(=O)Nc3ccc(F)cc3F)c(C)o2)c1,-6%,5%,11%,-5%,5%,6%,2%,6,0%,-4%
CCOCc1nnc(NC(=O)C2CCN(C(=O)C3CC(=O)N(c4ccc(C)cc4)C3)CC2)s1 (stereo not drawn),-2%,-1%,-10%,-5%,.,-2%,31%,4,2%,-9%
COc1ccc(NC2CCCN(C(=O)CN3CCOC3=O)C2)cc1OC (stereo not drawn),2%,-6%,0%,3%,.,-2%,25%,-7,-1%,0%
OCCCCNCc1ccc(OCc2ccccc2)cc1,2%,0%,-6%[46.1 µM],-4%,-9%,5%,-53%[inhibitor],0,-3%,0%
O=C(O)C(c1ccccc1)N1C(=O)c2ccccc2C1=O (stereo not drawn),-1%,5%,0%,-6%,-3%,3%,?,20,-1%,0%
COc1ccc(N/C(C)=C/C(=S)Nc2ccccc2)cc1,0%,4%,2%[46.1 µM],2%,-20%,-5%,1%,-4,-1%,0%
CN(c1ccccc1)S(=O)(=O)c1ccc(C(=O)Nc2nnc(C3=COCCO3)o2)cc1,0%,-6%,-2%,-5%,?,0%,-6%,-2,-3%,6%
CC(C)NC(=S)Nc1cccc2cnccc12,1%,-3%,-22%[46.1 µM],2%,-10%,17%,-15%,5,1%,-1%
CCCn1c(SC(C)C(=O)N2CCOCC2)nc2ccc(Br)cc2c1=O (stereo not drawn),0%,.,3%,.,.,1%,-17%,.,-12%,8%
O=C(CN(Cc1ccccc1Cl)S(=O)(=O)c1ccc(Cl)cc1)N/N=C/c1ccc(C(=O)O)cc1,14%,43%[activator],-6%,2%,.,-1%,0%,-10,-9%,-1%
O=C(COC(=O)Cc1ccc(S(=O)(=O)N2CCOCC2)s1)Nc1ccccc1,0%,.,3%[46.1 µM],.,.,7%,-21%,-6,1%,.
Cn1c(C(=O)OC(C(=O)NC2CCCC2)c2cccnc2)cc2sccc21 (stereo not drawn),1%,-1%,1%[46.1 µM],3%,7%,-3%,9%,-13,-7%,13%

# Complete entries from above. Screens in order: ASM inhibitor | MLL CXXC-DNA inh | TCR activator | MBNL1 CUG block | Menin MLL FP TR | AT treatment | Integrin act MD | TSHR antagonist | PTAP TSG101 blk | Mito fusion act
# CCOCc1nnc(NC(=O)C2CCN(C(=O)C3CC(=O)N(c4ccc(C)cc4)C3)CC2)s1 (stereo not drawn) in the list: -2% | -1% | -10% | -5% | . | -2% | 31% | 4 | 2% | -9%
# COc1ccc(N/C(C)=C/C(=S)Nc2ccccc2)cc1 in the list: 0% | 4% | 2%[46.1 µM] | 2% | -20% | -5% | 1% | -4 | -1% | 0%
# COc1cccc(-c2nc(CS(=O)(=O)CC(=O)Nc3ccc(F)cc3F)c(C)o2)c1 in the list: -6% | 5% | 11% | -5% | 5% | 6% | 2% | 6 | 0% | -4%

# (further entries)
SMILES,ASM inhibitor,MLL CXXC-DNA inh,TCR activator,MBNL1 CUG block,Menin MLL FP TR,AT treatment,Integrin act MD,TSHR antagonist,PTAP TSG101 blk,Mito fusion act
Cc1cc(=O)n(CC(C)O)c(O)c1C#N (stereo not drawn),2%,-1%,-2%[46.1 µM],-18%,-17%,0%,4%,20,-5%,-1%
CC(C)(CNc1ccc([N+](=O)[O-])cc1Cl)CNS(C)(=O)=O,-7%,-5%,1%,?,?,1%,-11%,13,-1%,-2%
O=C(O)CCc1nn2c3ccccc3n(Cc3ccccc3)c2nc1=O,6%,-4%,2%,7%,4%,-1%,28%,-8,-9%,-5%
COC(=O)[C@H](Cc1c[nH]c2ccccc12)NC(=O)NCc1ccccc1,-3%,-6%,-3%,-2%,9%,3%,2%,10,-5%,6%
O=C(O)c1cccc(N2C(=O)c3cc([N+](=O)[O-])cc4cc([N+](=O)[O-])cc(c34)C2=O)c1,8%,32µM*,7%,?,?,-9%,16%,-16,-8%,-4%
O=C1NC(NS(=O)(=O)c2ccccc2)(C(F)(F)F)C(=O)N1Cc1ccccc1 (stereo not drawn),4%,12%,3%,-3%,-3%,1%,-20%,14,-1%,0%
COc1ccc(/C=N/NC(=O)Cc2cccs2)cc1,2%,-10%,-4%,?,.,-4%,16%,-1,-5%,-5%
CCN(CC)Cc1cc(O)c(CN(CC)CC)cc1O,22%,?,0%,5%,-21%,-4%,-10%,7,-3%,1%
CCOC(=O)N1CCN(C(=O)CN(Cc2ccccc2)S(=O)(=O)c2ccc(OC)c(C)c2)CC1,-1%,3%,2%,0%,-7%,3%,0%,-16,-4%,8%
CCOc1ccc2oc(C(=O)N(Cc3nnc(-c4ccccc4Cl)o3)C3CC3)c(C)c2c1,-8%,.,3%,.,.,10%,-37%,16,1%,22%
O=C(c1cccc(N2CCCC2=O)c1)N1CCOCC1,6%,-1%,0%,4%,-1%,.,16%,.,-2%,-1%
Cc1occc1C(=O)NNC(=O)c1ccccc1[N+](=O)[O-],4%,11%,1%,?,.,3%,12%,9,-15%,-1%
